# Screens from PubChem BioAssay.
# HCV inhibitor = qHTS Assay for Inhibitors of Hepatitis C Virus (HCV). Huh7.5.1 HCVcc-Cre infection, luciferase reporter, 44 h. Potency, µM (doses to about 41.8 µM), inactives show at the highest dose activity change, negative = inhibition, actives largely listed as inhibitors. actives 3.4% (n = 340,000); note: potency is the fitted concentration of half-maximal effect
#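 1,000 cells/well; 4 h culture; + compound; + HCVcc-Cre (~0.5 moi); 44 h; luciferase substrate, RT 15 min; read 15 sec.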
# Sm TGR block = qHTS Assay for the Inhibitors of Schistosoma Mansoni Peroxiredoxins | Potency, µM (highest dose often 114 µM), without a hit: top-dose activity change, negative = inhibition, hits mostly inhibitors | purified TGR, DTNB reduction, TNB absorbance 405 nm | Schistosoma mansoni thioredoxin glutathione reductase (TGR), Q962Y6 | AID 485364, 2010 | actives 3% (n = 360,000); note: potency is the fitted concentration of half-maximal effect; nearly all actives have a fitted effect of over 60% in size
#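 First, TGR (20 nM dispensed) and NADPH were mixed with compound. Second, a 15 min room-temperature incubation followed. Third, further NADPH and then DTNB were added to start the reaction. Finally, TNB absorbance was monitored kinetically.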
# FBPA Giardia inh = qHTS Assay for Inhibitors of Fructose-1,6-bisphosphate Aldolase from Giardia Lamblia. purified Giardia FBPA. actives 0.71% (n = 290,000). AID 2451, 2010. Potency, µM (highest dose often 59.6 µM), for the others: top-dose activity, negative = inhibition, actives largely listed as inhibitors. A8B2U2; note: potency is the fitted concentration of half-maximal effect; nearly all actives have a fitted effect of over 55% in size
# Target sequence (A8B2U2 whole entry, looked up): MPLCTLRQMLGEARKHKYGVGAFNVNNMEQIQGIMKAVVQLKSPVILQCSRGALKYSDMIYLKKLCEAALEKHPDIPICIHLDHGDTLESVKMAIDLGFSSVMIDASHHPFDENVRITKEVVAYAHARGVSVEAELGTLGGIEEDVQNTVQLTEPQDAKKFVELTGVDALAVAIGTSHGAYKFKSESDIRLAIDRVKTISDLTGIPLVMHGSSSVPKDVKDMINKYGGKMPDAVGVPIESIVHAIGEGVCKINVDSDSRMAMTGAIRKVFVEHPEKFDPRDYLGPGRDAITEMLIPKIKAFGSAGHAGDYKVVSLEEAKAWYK
#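 40 nM FBPA preincubated 10 min at RT with compound (up to 57.5 uM final), then substrate plus GAPDH/TPI/NAD/arsenate coupling and diaphorase/resazurin added. Fluorescence read after 20 min at RT, 525/598 nm.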
# AmpC inh detg = qHTS Inhibitors of AmpC Beta-Lactamase (assay with detergent); AmpC hydrolysis of nitrocefin, absorbance 480 nm, 0.01% Triton; Potency, µM (series often up to 114 µM), without a hit: at the highest dose activity change, negative = inhibition, usual class: inhibitors; actives 0.041% (n = 370,000); AID 485294, 2010;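 note: potency is the fitted concentration of half-maximal effect; 0% = no-compound wells and -100% = no-enzyme wells; nearly all actives have a fitted effect of over 25% in size; some results filed as inactive show a strong effect at the top dose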
# Target sequence (P00811 whole entry, looked up): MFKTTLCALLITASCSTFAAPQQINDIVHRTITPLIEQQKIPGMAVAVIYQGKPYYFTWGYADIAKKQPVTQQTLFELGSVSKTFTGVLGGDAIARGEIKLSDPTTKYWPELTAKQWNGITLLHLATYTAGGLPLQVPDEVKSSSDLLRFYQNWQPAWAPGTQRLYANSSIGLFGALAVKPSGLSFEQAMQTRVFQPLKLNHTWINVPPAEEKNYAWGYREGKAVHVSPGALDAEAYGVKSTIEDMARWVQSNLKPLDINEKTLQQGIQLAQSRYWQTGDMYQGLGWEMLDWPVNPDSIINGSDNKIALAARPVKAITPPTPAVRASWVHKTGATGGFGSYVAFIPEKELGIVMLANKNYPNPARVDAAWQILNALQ
#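 AmpC (5.3 nM in the dispensed reagent) in 20 mM phosphate pH 7.0 with 0.01% (detergent screen) or 0.0001% Triton X-100 was preincubated with compounds for 15 min at room temperature. Nitrocefin was then added from an 800 uM solution, and hydrolysis was followed at 480 nm.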
# AmpC inh no detg = qHTS Inhibitors of AmpC Beta-Lactamase (assay without detergent); P00811; AmpC nitrocefin hydrolysis, absorbance 480 nm, 0.0001% Triton; Potency, µM (doses to about 57.1 µM), for the others: at the top dose activity change, negative = inhibition, hits mostly inhibitors; actives 0.52% (n = 330,000);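 note: potency is the fitted concentration of half-maximal effect; plate controls were no compound for no effect and no enzyme for full effect; nearly all actives have a fitted effect of over 20% in size; some results filed as inactive show a strong effect at the top dose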
#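 AmpC (5.3 nM in the dispensed reagent) in 20 mM phosphate pH 7.0 with 0.01% (detergent screen) or 0.0001% Triton X-100 was preincubated with compounds for 15 min at room temperature. Nitrocefin was then added from an 800 uM solution, and hydrolysis was followed at 480 nm.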
# HCMV inh = qHTS Assay for inhibitors of the human cytomegalovirus (HCMV); HFF cells, HCMV-luciferase reporter, 72 h; active compounds read low; AID 1259415, 2018; actives 4.5% (n = 410,000); activity change, negative = inhibition, % at 57.5 µM; in the data active = activity change below about -60%; inconclusive = no clear call, values can overlap the other calls; inactive = above about -39%
#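 Two compound doses tested in HFFs infected with HCMV-luciferase, MOI 1 PFU/cell, 72 h at 37C. Lysate luminescence read with OneGlo; data normalized against buffer-only and 10uM Salinomycin inhibitor controls.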
# * = called active by the depositor; ? = inconclusive; · = no result given; & = joins results of further samples; [ ] = another dose, or the depositor's remark. Unless noted, calls come from the whole dose curve; as a rule, active = well fitted curve in the direction sought with a large enough effect; inconclusive = small, poorly fitted or top-dose-only effect, or another doubt; inactive = no such curve, though single readings can be large; an effect the other way counts as inactive or inconclusive. Unless noted, % is set by controls: 0 for no effect and ±100 for the full control effect.
SMILES,HCV inhibitor,Sm TGR block,FBPA Giardia inh,AmpC inh detg,AmpC inh no detg,HCMV inh
NC(N)=N/N=C/c1cc([N+](=O)[O-])ccc1O,12%,-20%,0%,?,-11%,-38
CCCc1cc(-c2nc(N)ncc2-c2csc(C)n2)c(O)cc1OC,1%,0%,6%,1%,55%,-18
COC(=O)C(CCSC)NC(=O)CNC(=O)C1CCCCC1 (configuration not stated),6%,3%,-10%,1%,·,3
CCC(C)NC(=O)CCn1c(-c2ccc(F)cc2)cc(C(C)=O)c1C (configuration not stated),12%,0%,5%,0%,27%,-23
COc1ccc(-c2cc(=Nc3ccc(C(=O)O)cc3)c3cc(C)ccc3o2)cc1,6%,5%,-1%,2%,5%,7
CCOc1cc(/C=N/Nc2nc3ccccc3[nH]2)cc(Br)c1OCC(=O)N(C)C,?,10%,-4%,?,49%,-12
CCOC(=O)N1CCN(C(=O)C2CCN(S(=O)(=O)c3ccc(Cl)cc3)CC2)CC1,11%,4%,6%,-1%,82%[activator],24
CN1CCCC(OC(=O)c2cc(Cl)ccc2Cl)C1 (configuration not stated),?,3%,-3%,?,-1%,-14
COc1cc(OC)cc(N(C(=O)c2ccco2)C(C(=O)NC2CCCC2)c2ccc(N(C)C)cc2)c1 (configuration not stated),-25%,-2%,-2%,?,38%,-22
Cc1cccc(NC(=O)N2C3CCCC2CC(NC(=O)C(C)(C)C)C3)c1 (configuration not stated),5%,4%,4%,6%,27%,2

# 4 entries from above, tab-delimited.
smiles	HCV inhibitor	Sm TGR block	FBPA Giardia inh	AmpC inh detg	AmpC inh no detg	HCMV inh
COC(=O)C(CCSC)NC(=O)CNC(=O)C1CCCCC1 (configuration not stated)	6%	3%	-10%	1%	·	3
CCC(C)NC(=O)CCn1c(-c2ccc(F)cc2)cc(C(C)=O)c1C (configuration not stated)	12%	0%	5%	0%	27%	-23
COc1ccc(-c2cc(=Nc3ccc(C(=O)O)cc3)c3cc(C)ccc3o2)cc1	6%	5%	-1%	2%	5%	7
CCOc1cc(/C=N/Nc2nc3ccccc3[nH]2)cc(Br)c1OCC(=O)N(C)C	?	10%	-4%	?	49%	-12

# Additional structures.
SMILES,HCV inhibitor,Sm TGR block,FBPA Giardia inh,AmpC inh detg,AmpC inh no detg,HCMV inh
COc1cc(NC(=O)c2cnc(NCc3ccccc3)nc2C)cc(OC)c1OC,3.5µM*,-3%,-8%,?,-11%,-33
Cc1ccc(Oc2nc3c(C)cccn3c(=O)c2/C=C(\C#N)C(N)=O)cc1,-19%,?,1%,-4%,-17%,11
COc1ccc(NC(=S)NC(=O)c2ccc(Br)o2)cc1,-17%,8.9µM*,-2%,-5%,-6%[2.29 µM],13
COc1ccc(NC(=O)CN(C)C(=O)c2ccc3ccccc3c2)cc1,5%,-1%,·,-17%,-15%,-17
N=C1/C(=C\c2ccc(OCc3ccccc3)cc2)C(=O)N=C2SC(N3CCCC3)=NN12,·,-15%,-1%,-4%,-27%,·
O=c1[nH]c(C2CCN(S(=O)(=O)c3ccccc3)CC2)nc2c1nnn2Cc1c(F)cccc1Cl,?,2%,·,4%,3%,-15
Cc1nc2ccccc2c2oc(C(=O)N3CC(C)CC(C)C3)cc12 (configuration not stated),15%,?,-1%,-10%,149%[activator],-37
COc1cccc(C(=O)N2CCN=C2SC)c1,6%,8%,10%,?,-8%,36
CN(C)S(=O)(=O)c1cc(NC(=O)COC(=O)c2ccc3c(c2)OCO3)ccc1Cl,15%&11%,-5%,-1%,-2%,-31%,26
O=C(COc1ccc2ccc(=O)oc2c1)Nc1cccc(S(=O)(=O)N2CCCCC2)c1,?,-1%,·,6%,-27%,38

# Whole records, looked up by structure. Screens in order: HCV inhibitor	Sm TGR block	FBPA Giardia inh	AmpC inh detg	AmpC inh no detg	HCMV inh
# N=C1/C(=C\c2ccc(OCc3ccccc3)cc2)C(=O)N=C2SC(N3CCCC3)=NN12 as listed: ·	-15%	-1%	-4%	-27%	·
# Cc1ccc(Oc2nc3c(C)cccn3c(=O)c2/C=C(\C#N)C(N)=O)cc1 as listed: -19%	?	1%	-4%	-17%	11

# Next compounds.
SMILES,HCV inhibitor,Sm TGR block,FBPA Giardia inh,AmpC inh detg,AmpC inh no detg,HCMV inh
CC(=O)c1ccccc1NC(=O)CC1(CC(=O)O)CCCCC1,3%,1%,1%,-13%,-19%,-16
Fc1ccc(-c2cn3cc(Cc4ccccc4)sc3n2)cc1,·,-5%,·,21%,·,-66*
O=C(Nc1ccccc1)N1CCN(CCc2ccccc2)CC1,-5%,24%,0%,0%,-5%,?
CCC(=O)Nc1cccc(NC(=S)NC(=O)c2cccc(C)c2)c1,?,40µM*,-20%,-12%,-23%,-9
CCC(C)n1c(=N)c(C(=O)NC2CCCCC2)cc2c(=O)n3cc(C)ccc3nc21 (configuration not stated),·,-8%,·,-10%,·,2
CCc1ccc(Nc2nc3ccccc3c(=O)s2)cc1,13%,-6%,10%,2%,-19%,-15
Cc1ccc2nc(-c3cccc(S(=O)(=O)N4CCCC4)c3)cn2c1,?,1%,-11%,-5%,14%,-35
CCN1CCN(c2ccc(S(=O)(=O)N3CCOCC3)cc2NC(=O)/C=C/c2ccc(C)cc2)CC1,-21%,-24%,·,-12%,37%,3
Cc1cc(NC(=O)CCCC(=O)OCC(F)(F)C(F)F)cc(C)c1C(=O)O,7%,11%,0%,0%,-16%,5
Cc1nc(C(=O)NCCO)cc2c1[nH]c1ccccc12,11µM*,9%,12%,-2%,-15%,17
O=C(NCCc1ccc(Cl)cc1)c1ccc(NC2=NC3CS(=O)(=O)CC3S2)cc1 (configuration not stated),2%,-8%,7%,-13%,-15%,-2
O=C1NC(=O)/C(=C\c2ccccc2OCc2cccc([N+](=O)[O-])c2)N1,?,-8%,-4%,?,-30%,6
CSCCC(NC(=O)c1ccco1)C(=O)OC(C)C(=O)NC(=O)NC1CCCCC1 (configuration not stated),15%&13%,-17%,3%,?,15%,-12
Cc1ccc(NC(=O)[C@H](C)NC(=O)C2CCN(C(=O)[C@@H](N)C(C)C)CC2)cc1,17%,-2%,-8%,-1%,-6%,16
CCN(CC)S(=O)(=O)c1ccc(OC)c(NC(=O)CSCc2c(C)noc2C)c1,?,·,·,·,12%,?
Cc1cc(NC(=O)CSc2nc(N)c(NC(=O)c3ccc(F)c(F)c3)c(=O)[nH]2)no1,11%,-1%,·,-10%,75%[activator],41
COc1ccc(NC(=O)Nc2ccc3nsnc3c2)cc1,?,-28%,-15%,?,-35%,-63*
CCOc1ccc(CCNC(=O)c2cccc(S(=O)(=O)N3CCN(C(C)=O)CC3)c2)cc1OCC,?,-19%,·,0%,106%[activator],-18
COc1ccc(NC(=S)NNC(=O)c2ccc(S(=O)(=O)N3CCOCC3)cc2)cc1,11%,0%,14%,5%,-35%,-30
O=C(Nc1cc(S(=O)(=O)N2CCCCC2)ccc1N1CCCCC1)c1ccncc1,-14%,2%,-7%,-4%,68%[activator],-16
CSc1ncccc1C(=O)OCC(=O)N1CC2(C)CC1CC(C)(C)C2 (configuration not stated),18%,·,·,·,48%,?
CCOC(=O)c1ccc(Nc2cc(C)nc3ncnn23)cc1,17%,14%[11.4 µM],-1%,-16%,6%,22
COC(=O)c1ccccc1NC(=O)Cn1c(=O)n(CCCC(=O)NCc2ccccc2OC)c(=O)c2ccccc21,·,10%,·,10%,·,2
c1ccc(-c2nnc3sc(-c4ccncc4)nn23)cc1,-4%,-8%,1%,2%,-10%,-29
COc1cc(NC(=O)c2cc3nc(-c4ccccc4)cc(-c4ccccc4)n3n2)c(OC)cc1Cl,·,1%,·,14%,·,15
CCOC(=O)CSC1=Nc2ccccc2C2=NC(CC(=O)NCc3ccc4c(c3)OCO4)C(=O)N12 (configuration not stated),3%,-3%,12%,?,-23%,-3
O=C(NC(c1ccccc1)c1c(O)ccc2ccccc12)c1ccccc1Cl (configuration not stated),14µM*,2%,0%,-2%,-33%,17
Cc1ccc(C)c(OCCCN2CCc3ccccc3C2)c1,-12%,-10%,0%,-12%,5%,92
CC(C)CN(C(=O)c1cccc(Cl)c1)c1c(N)n(CC(C)C)c(=O)[nH]c1=O,19%,4%,2%,-2%,-1%,-29
O=[N+]([O-])c1cccc(-n2nnnc2CNCc2ccccc2)c1,5%,-9%,-4%,6%,-16%,?
Cc1nc(C)c(C(=O)C2=C(O)C(=O)N(CCCN(C)C)C2c2ccco2)s1 (configuration not stated),·,-31%[11.4 µM],-2%,-12%,-4%,·
N#Cc1cccc(NC(=O)COc2ccc(-n3ccnc3)cc2)c1,?,-1%,0%,-6%,-17%,-26
Cc1ccc(S(=O)(=O)N2CCCCCC2)cc1[N+](=O)[O-],-3%,3%,7%,0%,-14%,-29
COc1ccc2oc(C(=O)C3CC3)c(N)c2c1,-3%,0%,6%,-7%,55%,78
O=C(CSc1nnc(NC(=O)C2CC2)s1)NCc1cccs1,4%,1%,-1%,-3%,-17%,-11
Cc1ccc(NC(=O)c2nc[nH]c2C(=O)NCCCCCNC(=O)OC(C)(C)C)cc1,?,1%,·,1%,180%[activator],-64*
CCN(CC)CCN(Cc1cc2cccc(C)c2[nH]c1=O)C(=S)Nc1ccccc1,?,12%,-2%,6%,0%,-24
CN(C(=O)Nc1ccccc1)C1CCS(=O)(=O)C1 (configuration not stated),11%,0%,2%,-1%,-7%,-29
CC(C)Cc1nc2n[nH]c(N)c2c2c1COC(C)(C)C2,?,7%,1%,?,-17%,10
COc1cc([N+](=O)[O-])ccc1NC(=O)COC(=O)c1ccc(NC(N)=O)cc1,1%,2%,-2%,-6%,-10%,-37
CC(=O)Nc1ccc(NS(=O)(=O)c2ccc3c(c2)n(C)c(=O)n3C)cc1,-5%,4%,2%,-8%,-14%,23
CCOc1ccc(C2C(C(=O)O)CCC(=O)N2C2CCCCC2)cc1 (configuration not stated),1%,20%,13%,9%,-17%,-1
O=C(Nc1ccccc1)Nc1nnc(Cc2ccc([N+](=O)[O-])cc2)s1,-3%,-11%,3%,-1%,-50%,?
O=C(COC(=O)c1ccc[nH]c1=O)NCCCc1ccccc1,8%,-3%,·,0%,-14%,-4
CCOc1cc(S(=O)(=O)NCCc2c(C)[nH]c3ccc(C)cc23)ccc1F,·,7%,·,12%,·,6
COC(=O)c1sccc1NC(=O)CSc1ccc(Cl)cc1,?,2%,-1%,?,-56%,-11
CCOc1ccc(CNC(=S)N/N=C/c2cccnc2)cc1,-1%,4%,5%,0%,-37%,-4
Clc1ccc(C2=Nn3c(nnc3-c3n[nH]c4c3CCC4)SC2)cc1Cl,?,1%,2%,1%,-5%,?
Cc1ccc(S(=O)(=O)Nc2c(C)n(C)n(-c3ccccc3)c2=O)cc1C(=O)NCc1ccccn1,4%&-1%,1%,28%,-2%,-15%,12
Cc1ccc(S(=O)(=O)c2ccc(-n3nc(C)cc3N)cc2)cc1,0%,-2%,0%,?,-2%[11.4 µM],-20
